# High-throughput results from PubChem BioAssay.
# LRH-1 inv ag: NR5A2 inverse agonism in reporter assay. O00482. HEK293T StAR-luciferase reporter, LRH-1 transfected, 24 h. inhibition, % at 3.6 µM. hit rate 0.13% among 360,000. AID 602396;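 active = inhibition above the mean inhibition of all tested compounds plus 3 SD, cut at about 73% in these data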;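 note: 0% = DMSO wells and 100% = reporter-only cells lacking LRH-1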
# TWEAK-Fn14 inh: TWEAK-Fn14 signaling inhibition. TWEAK-stimulated Fn14 reporter cells, luciferase luminescence, 8 h. inhibition, % at 10 µM. hit rate 2% among 360,000. AID 1159606; in the data active = inhibition above about 50%
# CF NFkB block: inhibitors of cystic fibrosis induced NF-kB; hit rate 0.86% among 360,000; inhibition, % at 5 µM; KKLEB NF-kB-GFP reporter, PAF-induced, GFP fluorescence overnight;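 active = at least 50% inhibition at 5 µM, scaled per plate between neutral and stimulator controls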;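 note: PAF is a Pseudomonas aeruginosa culture filtrate used as stimulus; plate controls were PAF-stimulated DMSO wells for no effect and unstimulated DMSO wells for full effect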
# TRAIL sens C8: caspase-8 TRAIL sensitization; NB7+C8 cells + TRAIL, ATPlite viability luminescence; inhibition (viability loss, TRAIL sensitization), % at 10 µM; hit rate 1% among 360,000;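 active = compounds causing at least 50% loss of cell viability in the single-dose screen, relative to plate controls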
# KKLEB tox: counter-screen for CF NF-kB inhibitors: cytotoxicity | hit rate 0.36% among 360,000 | AID 602141 | KKLEB CF airway cells viability, ATPlite luminescence, overnight; stronger effect = lower value; cells stimulated with P. aeruginosa culture filtrate | activity change (cytotoxicity), % at 5 µM;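 active = corrected activity change at or below -50% at 5 µM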
# NR2F2 inh: inhibitors of human COUP-TFII (NR2F2) | P24468 | HEK293T NGFI-A luciferase reporter, luminescence | inhibition, % at 8.6 µM | hit rate 0.7% among 370,000 | AID 686940;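 active = inhibition above a per-plate cutoff, mean inhibition of test wells between control levels plus 3 SD, cut at about 38% in these data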;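 note: cells cotransfected with COUP-TFII expression vector driving the NGFI-A reporter; 0% = median of COUP-TF2 test wells and 100% = reporter-only cells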
# TROY signal inh: TROY signaling inhibition. inhibition, % at 10 µM. AID 1347056. hit rate 0.98% among 360,000. Q293 LMP1-TROYcd NF-kB luciferase reporter, 4 h;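 active = compounds whose plate-normalised and pattern-corrected inhibition of the luciferase reporter signal at the single screening dose is 50% or more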
# SRC3 inh: inhibits human SRC3 coactivator; hit rate 0.17% among 360,000; HEK293 GAL4-SRC3 luciferase reporter, luminescence; AID 588352; inhibition, % at 3.6 µM; Q9Y6Q9;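 active = inhibition above a per-campaign cutoff, the mean of all compounds plus 3 SD, cut at about 60% in these data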;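 note: 0% = DMSO-treated cells and 100% = gossypol-treated cells at 36 µM; higher means less SRC3-driven luciferase light from the GAL4 reporter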
# Target sequence (Q9Y6Q9 whole entry, looked up, the tested form may be a part): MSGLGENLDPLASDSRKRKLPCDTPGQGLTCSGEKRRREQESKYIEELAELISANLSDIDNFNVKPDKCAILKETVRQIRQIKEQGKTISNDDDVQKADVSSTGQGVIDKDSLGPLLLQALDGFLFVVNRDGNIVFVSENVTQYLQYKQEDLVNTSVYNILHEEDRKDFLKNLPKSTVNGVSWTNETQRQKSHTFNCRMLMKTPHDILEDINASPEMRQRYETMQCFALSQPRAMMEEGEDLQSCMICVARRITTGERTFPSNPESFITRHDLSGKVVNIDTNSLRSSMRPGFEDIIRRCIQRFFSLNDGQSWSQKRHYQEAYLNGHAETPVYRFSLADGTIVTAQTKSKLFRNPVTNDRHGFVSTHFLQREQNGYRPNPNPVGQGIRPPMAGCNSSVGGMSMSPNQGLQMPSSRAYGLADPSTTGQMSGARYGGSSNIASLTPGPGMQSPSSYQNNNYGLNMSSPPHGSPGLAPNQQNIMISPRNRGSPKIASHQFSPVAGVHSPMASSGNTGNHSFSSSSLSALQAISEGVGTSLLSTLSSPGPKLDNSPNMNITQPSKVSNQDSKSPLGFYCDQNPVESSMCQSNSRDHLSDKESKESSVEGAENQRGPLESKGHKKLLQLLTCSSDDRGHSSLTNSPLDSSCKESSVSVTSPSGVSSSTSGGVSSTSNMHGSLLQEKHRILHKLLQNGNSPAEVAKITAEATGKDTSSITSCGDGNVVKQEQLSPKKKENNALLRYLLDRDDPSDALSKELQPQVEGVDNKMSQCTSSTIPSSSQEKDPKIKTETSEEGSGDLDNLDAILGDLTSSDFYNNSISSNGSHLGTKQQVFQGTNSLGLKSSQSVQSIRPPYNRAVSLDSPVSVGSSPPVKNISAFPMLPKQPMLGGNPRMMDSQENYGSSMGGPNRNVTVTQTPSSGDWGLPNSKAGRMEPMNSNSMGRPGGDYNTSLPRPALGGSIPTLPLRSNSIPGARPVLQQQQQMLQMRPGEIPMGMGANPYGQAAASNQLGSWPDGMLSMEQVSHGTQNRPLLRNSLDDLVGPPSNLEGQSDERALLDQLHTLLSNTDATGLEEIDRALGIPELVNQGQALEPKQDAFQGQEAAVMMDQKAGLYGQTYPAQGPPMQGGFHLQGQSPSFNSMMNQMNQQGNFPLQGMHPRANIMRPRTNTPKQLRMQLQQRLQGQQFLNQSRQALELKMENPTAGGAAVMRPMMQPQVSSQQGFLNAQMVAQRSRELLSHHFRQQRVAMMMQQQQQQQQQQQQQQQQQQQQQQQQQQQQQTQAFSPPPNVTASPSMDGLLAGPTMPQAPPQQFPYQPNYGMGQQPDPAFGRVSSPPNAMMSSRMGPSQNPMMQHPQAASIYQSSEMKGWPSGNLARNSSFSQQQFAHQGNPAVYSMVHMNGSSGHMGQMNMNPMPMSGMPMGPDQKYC
# EBV LMP1 NFkB: inhibitors of Epstein-Barr LMP1-induced NF-kappaB reporter | inhibition, % at 12.5 µM | LMP1-induced NF-kappaB luciferase reporter cells, luminescence | hit rate 0.69% among 350,000 | AID 504558; in the data active = inhibition above about 41%;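 note: 0% = neutral control wells and 100% = reference inhibitor control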
# Shn3 inh set2: inhibitors of Schnurri-3 3'UTR reporter in osteoblasts | hit rate 0.52% among 360,000 | Clone20 osteoblast Shn3 3'UTR firefly luciferase, 24 h | AID 588674 | inhibition, % at 12.5 µM;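 active = mean inhibition of at least 75% with every replicate also reaching 75%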;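 note: 0% = median of neutral control wells and 100% = pilot-screen positive control compound; some compounds past the cut are filed as inactive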
# SRC1 inh: inhibitors of human steroid receptor coactivator 1 (SRC1) | hit rate 0.12% among 360,000 | inhibition, % at 3.6 µM | HEK293 GAL4-SRC1 luciferase reporter, luminescence;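 active = inhibition above the campaign mean plus 3 SD, with each screening campaign given its own cutoff, cut at about 60% in these data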;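 note: 0% = DMSO treated cells and 100% = gossypol at 36 µM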
# Numbers without * were called inactive; . = not tested or not shown. These rows are one share of the data; the hit share may differ from the screen's.
SMILES,LRH-1 inv ag,TWEAK-Fn14 inh,CF NFkB block,TRAIL sens C8,KKLEB tox,NR2F2 inh,TROY signal inh,SRC3 inh,EBV LMP1 NFkB,Shn3 inh set2,SRC1 inh
CNC(=O)COc1coc(CN2CCN(c3ccccc3OC)CC2)cc1=O,14,8,1,-18,5,-7,10,4,-1,-5,12
Cc1ccc(CN2CCC[C@]3(N[C@H](c4ccc(C(F)(F)F)cc4)[C@@H]4C(=O)N(Cc5ccccc5)C(=O)[C@@H]43)C2=O)cc1,47,30,-9,14,-16,19,8,-10,-17,7,4
O=C(Nc1cccc([N+](=O)[O-])c1)C1C2/C=C\CCCCC21 (stereo unspecified),1,-15,12,-2,-14,0,-11,3,-11,-4,9
COc1cccc(C(=O)Nc2c3c(nn2-c2cccc(C)c2C)CS(=O)C3)c1OC (stereo unspecified),13,-12,6,5,-8,5,-22,21,-7,-3,1
O=C(Nc1ccccc1C(=O)N1CCCC1)c1ccc(Cl)cc1Cl,10,-5,-4,3,-32,-8,11,11,-4,28,6
CC(C)CC(=O)NC(=S)Nc1cc(C(F)(F)F)ccc1N1CCOCC1,-7,19,34,20,-9,8,8,3,-1,8,0
CC1(C)CC(=O)C=C(NC2CCCCCC2)C1,-11,-20,6,15,4,-2,5,15,0,22,1
COCCNC(=O)C1(C)CCN(C(=O)c2ccc3c(c2)C(C)(C)CCC3(C)C)C1 (stereo unspecified),23,-11,-19,-8,14,18,-1,-24,.,-16,5
O=C(NCCN1CCCC1)c1ccc(Cn2c(=S)[nH]c3ccc(Br)cc3c2=O)cc1,-23,29,5,-22,1,-10,-1,12,-8,2,1
c1ccc2c(c1)OC(CCCN1CCCCC1)c1ccccc1S2 (stereo unspecified),7,-15,15,9,-13,7,-4,-12,-2,8,-4
C=CCNC(=S)Nc1cccc([N+](=O)[O-])c1,1,7,0,-19,-10,2,-9,-9,1,9,-37
Cc1cc(NC(=O)CSCc2ccc([N+](=O)[O-])cc2)no1,3,-7,2,-1,0,-1,11,19,-1,14,-9
CC(=O)c1cccc(N(C(=O)c2ccco2)C(C(=O)NC2CCCCC2)c2ccc(C)o2)c1 (stereo unspecified),-9,3,2,3,3,-1,-12,-3,0,-10,-10
CCOc1ccccc1C(=O)N1c2ccccc2Sc2ccccc21,17,26,2,15,2,16,41,-3,10,11,-19
Cc1ccc(O)c(N=Nc2ccc(S(=O)(=O)N3CCOCC3)cc2)c1,1,-15,-8,-1,12,17,-49,-19,-10,-46,-8
CCOC(=O)COn1c(=O)c(-c2ccc(Cl)cc2)[n+]([O-])c2ccccc21,15,-6,0,-8,-11,-17,-15,1,-9,-17,-7
C=CCOc1ccc(CN(C)CC(=O)Nc2ccccc2[N+](=O)[O-])cc1,5,-9,10,3,-5,14,-9,22,-9,14,8
COc1c(C=O)cc2c3c1CCCN3CCC2,1,-9,24,9,1,11,8,4,2,7,17
CCN(CC)S(=O)(=O)c1ccc(Cl)c(NC(=O)COC(=O)c2cc(-c3ccccc3Cl)nc3ccccc23)c1,4,110*,0,1,2,6,95*,6,-5,-11,-18
CCn1c(SCC(=O)N2CCc3ccccc3C2)nc2sc(C)c(C)c2c1=O,5,26,5,-9,-12,18,9,-1,-3,3,7
Cc1cccc(S(=O)(=O)Nc2nc3ccccc3nc2NCc2ccc3c(c2)OCO3)c1,16,-29,-2,-10,6,-1,13,1,4,-2,-1
CCOC(=O)c1c(C)[nH]c(C)c1S(=O)(=O)NCCc1ccc(SC)cc1,-11,-11,-5,-1,-12,0,4,16,3,9,6
COc1ccc([N+](=O)[O-])cc1C(=O)NCCOc1ccc(Cl)cc1,-6,11,9,16,-6,0,-8,-14,-5,22,-7
O=C(N1CCCCC1)N1CCN(S(=O)(=O)c2cccc([N+](=O)[O-])c2)CC1,-3,-5,-5,-11,6,-41,-15,-11,-26,-12,12
COC(=O)[C@H](C)N(Cc1ccc(Cl)c(Cl)c1)S(=O)(=O)CCN1CCCC1,-3,32,21,6,3,8,-5,9,-5,-8,11
O=C(CCc1ccc(Oc2cc([N+](=O)[O-])cc([N+](=O)[O-])c2)cc1)N1CCCCCC1,5,17,7,1,-9,1,35,-6,-4,25,-34
CNC(=S)N1N=C(c2ccc(OC)cc2)CC1c1ccc(Cl)cc1Cl (stereo unspecified),21,-8,-8,-2,5,11,-20,16,5,-1,4
CC(C)/C(=N/Nc1ccccc1[N+](=O)[O-])c1ccccc1,12,-30,26,5,-3,6,15,18,-16,-8,0
Nc1ccc(-n2nncc2-c2ccccc2)cc1,-16,-3,-6,1,2,-6,1,4,-11,-3,-10
COc1cccc(CNC(=O)COC(=O)C2CCN(c3ccc(C(F)(F)F)cn3)CC2)c1,5,-15,0,9,9,-10,-14,-4,-6,-19,13
COc1ccc(-n2c(N)c(C#N)c3ccc([N+](=O)[O-])cc3c2=O)cc1,1,-27,-17,2,1,-5,15,-9,-3,-8,-35
Cc1ccc(-c2nnc(N3CCOCC3)c3ccccc23)cc1S(N)(=O)=O,7,1,4,0,-9,14,-1,0,4,-1,3
CC(=O)/C(N=Nc1ccc(C(=O)O)cc1)=C(\C)O,12,2,8,11,1,-1,8,9,-1,-5,-1
CCCC(CCC(=O)Nc1cccc([N+](=O)[O-])c1)C(=O)O (stereo unspecified),14,-30,-11,4,8,-9,17,0,-3,24,-4
COC(=O)COc1cccc(NC(=O)c2cc(OC)cc(OC)c2)c1,-5,0,-7,-3,3,1,-30,19,1,-5,-8
CCOC(=O)c1cc(-c2ccccc2)sc1NC(=O)C(C)C,-1,-1,-1,6,8,0,-3,8,8,-16,-9
N#CC1=CN(Cc2ccccc2)C=C(/C=N/Nc2ccccc2)C1,8,6,-12,-12,4,12,10,-9,-15,48,10
COc1cc(C(=O)Nc2ccc(N3CCCS3(=O)=O)cc2)c([N+](=O)[O-])cc1OC,-2,4,-9,9,2,4,-1,17,1,-15,-2
CC(C)C[C@@H](CSc1ccccc1)N1CCN(CC(C)C)CCC1=O,-55,8,3,24,-4,-5,18,-28,-11,-125,-60
CNC(=O)C1CCCN1S(=O)(=O)c1ccc(OC)cc1 (stereo unspecified),1,6,9,5,11,6,-19,-7,3,-7,-7
Cc1cc(NS(=O)(=O)c2ccc(NC(=O)/C=C/c3ccc(C)o3)cc2)nc(C)n1,0,-8,4,-1,-8,10,0,3,-8,3,-3
CC(C)(C)OC(=O)CNC(=O)c1nc[nH]c1C(=O)NCC(=O)OC(C)(C)C,10,-5,-15,-1,1,-2,-13,-2,-3,-2,8
O=C(N/N=C/c1ccccn1)c1cccc([N+](=O)[O-])c1,-11,-26,-2,19,-1,-7,-18,14,-13,-5,-4
COc1ccc(Cl)cc1N1C(=NC(=O)C2CCCO2)SC2CS(=O)(=O)CC21 (stereo unspecified),-1,-16,-8,14,1,12,-5,-31,1,-13,-15
NC(=O)c1c(N)sc(=S)n1-c1ccccc1,-6,8,-2,-3,1,-14,-2,-1,-6,16,-7
COc1cc(OC)c(NC(=O)Nc2ccc(OC)c(OC)c2)cc1Cl,7,2,-20,-4,2,6,19,9,-1,10,-3
O=c1[nH]c(CN2CCN(c3ccccc3O)CC2)nc2scc(-c3ccccc3Cl)c12,-1,13,2,12,-32,17,14,9,8,33,6
COc1cccc(SCc2noc(C(=O)NCCN(C)C)c2C(=O)NCCN(C)C)c1,-6,-7,0,4,7,0,3,-7,4,17,-1
Cc1ccc(S(=O)(=O)c2n[nH]n3c2nc(=O)c2ccccc23)cc1,2,-19,2,-11,-4,14,14,-18,2,10,-34
Cc1cccc(-n2nc(C)c3c2NC2=C(C(=O)CCC2)C3c2ccccn2)c1 (stereo unspecified),-2,-24,-1,16,16,3,-1,10,-4,-5,-26

# Next compounds:
SMILES,LRH-1 inv ag,TWEAK-Fn14 inh,CF NFkB block,TRAIL sens C8,KKLEB tox,NR2F2 inh,TROY signal inh,SRC3 inh,EBV LMP1 NFkB,Shn3 inh set2,SRC1 inh
Cc1ccc(C(=O)CCC(=O)Nc2cccnc2)cc1C,9,3,5,0,-3,3,-1,-7,3,-10,-6
c1ccc(-c2cn(-c3ccccc3)c3[n+]2CCS3)cc1,6,-3,-5,23,-6,10,4,14,23,62,-10
Cc1ccc(NC(=O)COC(=O)CCC(=O)c2cccs2)cc1C,12,-8,12,-12,-5,-6,16,11,-4,9,7
CCC(=O)c1ccc(OC(=O)c2ccc(Br)o2)cc1,1,4,3,-17,4,5,8,1,7,4,4
CC(NC(=O)CN1C(=O)NC2(CCCCCCC2)C1=O)c1ccccc1 (stereo unspecified),2,2,-6,15,13,-11,-1,7,-8,-3,3
CCOc1ccc(NC(=O)c2ccccc2-c2ccccc2C(=O)O)cc1,-74,12,5,14,-5,-48,-67,-34,-3,-108,-33
CC(NC(=O)CCN1C(=O)c2ccccc2C1=O)c1ccccc1 (stereo unspecified),3,1,-8,1,4,-6,-9,3,7,-9,3
CC1=C/C(=C\C=C(C#N)C#N)N(C)c2ccccc21,-3,-31,-118,-5,5,4,-6,-1,6,.,-16
CCC1SC2=NC(C)=C(C(=O)OC)C(c3cccs3)N2C1=O (stereo unspecified),-6,9,-1,4,-9,4,-13,21,4,12,-21
CC(C)Cn1nc(C(=O)N2CCc3ccccc32)c2ccccc2c1=O,1,-20,1,-7,7,6,4,-14,-3,-4,4

# Arranged by the number under LRH-1 inv ag (ascending): 3 of the compounds above.
Compound | LRH-1 inv ag
CC(NC(=O)CN1C(=O)NC2(CCCCCCC2)C1=O)c1ccccc1 (stereo unspecified) | 2
CC(NC(=O)CCN1C(=O)c2ccccc2C1=O)c1ccccc1 (stereo unspecified) | 3
c1ccc(-c2cn(-c3ccccc3)c3[n+]2CCS3)cc1 | 6

# Remaining list, next part.
SMILES,LRH-1 inv ag,TWEAK-Fn14 inh,CF NFkB block,TRAIL sens C8,KKLEB tox,NR2F2 inh,TROY signal inh,SRC3 inh,EBV LMP1 NFkB,Shn3 inh set2,SRC1 inh
CCN1CCCc2cc(CN(CCN3CCOCC3)C(=S)Nc3cccc(OC)c3)ccc21,13,-25,3,26,-5,-18,-31,-3,5,0,8
C#CCNc1c2c(nc3ncnn13)CC(C)CC2 (stereo unspecified),-21,-23,6,-8,2,-11,8,-4,5,-32,-28
COC(=O)c1cccc(NS(C)(=O)=O)c1C,-8,0,-2,-18,4,1,-16,-3,-1,-10,-11
NC(=O)c1ccccc1N/C=C1\CCCCC1=O,-46,-2,11,-4,0,-11,-6,-24,4,-2,-61
COc1ccc(C(=O)C2C(c3ccc(-c4ccccc4[N+](=O)[O-])o3)NC(=O)NC2(O)C(F)(F)F)cc1 (stereo unspecified),16,22,24,12,-12,8,3,18,-3,11,6
O=C(O)CN1C(=O)/C(=C/c2ccccc2Cl)Oc2ccccc21,-6,-8,-11,-2,-2,3,-6,4,-2,-9,4
COCCCn1c(SCCc2ccccc2)nc2cc(OC)c(OC)cc2c1=N,13,18,29,-1,-4,-3,17,2,4,-10,9
O=c1nc(-c2ccccc2)n(-c2ccc(Cl)cc2)[nH]1,2,11,7,-20,5,5,12,8,-3,-16,-2
CCC(=O)Nc1cccc(NC(=O)CSc2nnc(C(C)C)n2CC)c1,2,4,-3,-13,10,4,6,14,-7,-7,-39
